# Screening results deposited in PubChem by several laboratories.
# Peg3 promoter = Peg3 promoter-driven luciferase inhibitors, primary screen, cell-based, HeLa, luciferase luminescence | HeLa PEG-Prom luciferase reporter, overnight | inhibition, % at 20 µM | hit rate 1.7% among 360,000;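 active means inhibition of at least 50% at 20 µM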
# MITF TRPM1 inh = inhibitors of MITF-dependent TRPM1 promoter reporter, primary screen, cell-based, SK-MEL-5, single point, luciferase; SK-MEL-5 TRPM1 promoter luciferase, 24 h; inhibition, % at 12.5 µM; hit rate 0.83% among 330,000; AID 488899, 2010;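 active means mean inhibition across replicates of 60% or more, whatever share of single replicates reaches that level; inconclusive means some that reach 60%, reason not given; inactive means mean inhibition across replicates below 60%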; further: values of inactives mirror those of a sister screen read the other way
# NR2E3 ag-1 = NR2E3 agonists in two-hybrid cells, primary screen, cell-based, luminescence, CHO-S, Gal4-NCOR/VP16-NR2E3; Photoreceptor-specific nuclear receptor (Homo sapiens), Q9Y5X4; luciferase; inhibition of corepressor binding, % at 3.98 µM; hit rate 0.35% among 360,000; AID 602229, 2012;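 active means inhibition above the mean of all tested compounds plus 3 SD, cut at about 70% in these data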;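 further: 0% = DMSO with NR2E3 transfected cells and 100% = cells lacking NR2E3 construct; higher means lower luciferase signal from less NR2E3 corepressor binding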
# Target sequence (Q9Y5X4 whole entry, looked up, the tested form may be a part): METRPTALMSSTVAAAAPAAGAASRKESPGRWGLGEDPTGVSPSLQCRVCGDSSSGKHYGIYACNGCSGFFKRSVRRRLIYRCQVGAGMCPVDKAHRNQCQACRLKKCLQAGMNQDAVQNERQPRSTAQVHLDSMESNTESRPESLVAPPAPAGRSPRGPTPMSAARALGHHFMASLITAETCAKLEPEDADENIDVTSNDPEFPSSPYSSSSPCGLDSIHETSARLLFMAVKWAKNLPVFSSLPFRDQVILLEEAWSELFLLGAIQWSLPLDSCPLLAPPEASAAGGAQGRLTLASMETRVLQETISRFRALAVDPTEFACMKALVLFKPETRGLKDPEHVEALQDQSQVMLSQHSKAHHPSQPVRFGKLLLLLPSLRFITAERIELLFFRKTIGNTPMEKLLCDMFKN
# iPSC survival up = enhancers of single-cell hiPSC survival, primary screen, ATPlite luminescence; AID 602274, 2012; hit rate 0.044% among 360,000; 100% = ROCK inhibitor wells, 0% = DMSO; survival enhancement, % at 20 µM; in the data active means survival enhancement above about 18%;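 further: cells exposed to compounds for 16 hours before the ATP read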
# HIF-2a inh = HIF-2a reporter inhibitors, primary screen, luminescence, 786-0 RCC cells; 786-0 RCC cells HIF-2a reporter, luciferase luminescence, overnight; hit rate 0.72% among 360,000; inhibition, % at 18.8 µM;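 active means inhibition of the luminescence signal of 40% or more relative to plate controls, in a single-dose primary screen at 18.75 µM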
# CaV13 FRET inh = Primary screen for inhibitors of IQ motif and Ca2+-dependent inactivation inhibitor domain binding in CACNA1D, Förster resonance energy transfer in living cells, …; HEK cells, CFP/YFP FRET ICDI-IQ, plate reader, 10 min; percent FRET-ratio fall versus neutral wells; inhibition, % at 12.3 µM; hit rate 0.098% among 340,000;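 active means mean replicate inhibition of at least 30% and at least 1% of replicates passing that level; inconclusive means only one of the two criteria is met; inactive means neither criterion is met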;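 further: 0% = median of the neutral control wells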
# Vif inh = HIV Vif self-association inhibitors, primary screen, imaging, HEK293T, single point; inhibition, % at 7.49 µM; HEK293T cells, Vif self-association by quenched fluorescence, 24 h; hit rate 0.35% among 340,000; in the data active means inhibition above about 50%, passing the limit was not always enough; inconclusive means no clear call, values can overlap the other calls; inactive means below about 31%; further: some results filed as inactive read as strong as hits
# aDG glyco up = activators of alpha-DG glycosylation, primary screen, uHTS, Pro5-aDG cells, AlphaScreen. hit rate 0.22% among 360,000. activation, % at 10 µM. alpha-DG glycosylation AlphaScreen (IIH6); 0% Pro5, 100% B10-LARGE cell signal;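 active means activation of at least 8% versus controls, or a plate z-score of at least 8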;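 further: Pro5 are CHO cells carrying HIG-tagged alpha-DG that lacks glycosylation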
# Granule exo inh = LAMP-1 surface exposure blockers, TALL-104 cells – cell-based, flow cytometry, MLPCN library, primary screen | inhibition, % at 10 µM | TALL-104 LAMP-1 surface exposure; cells stimulated with thapsigargin and PMA | AID 651702, 2012 | hit rate 0.66% among 360,000;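 active means inhibition above about 55%, limit read from the data; inconclusive means no clear call, values can overlap the other calls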
# NR2E3 ag-2 = inhibitors of NR2E3-RetCOR corepressor binding, primary screen, NR2E3 agonist project, biochemical, TR-FRET, GST-NR2E3, biotin-RetCOR | 1536-well | Photoreceptor-specific nuclear receptor (Homo sapiens), Q9Y5X4 | AID 2300, 2010 | inhibition of corepressor binding, % at 4.78 µM | hit rate 0.12% among 320,000;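 active means percent inhibition above the cutoff of mean plus 3 SD of all tested compounds, set per screening campaign, cut at about 20% in these data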;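 further: 0% = DMSO wells and 100% = biotin wells as full block of FRET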
#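 Material: NR2E3–RetCOR corepressor complex / Incubation: Compound–protein incubation for 5 h at 4 °C / Dosing: compound at 4.8 µM, single dose / Detection: time-resolved FRET / Benchmarks: high control biotin, low control 0.6% DMSO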
# PDI inh = inhibitors of human PDI, primary screen, biochemical, turbidity, single point, plate reader; Protein disulfide-isomerase (Homo sapiens), P07237; PDI insulin aggregation turbidity, A650, 90 min; inhibition, % at 10 µM; hit rate 0.052% among 350,000; AID 588391, 2011;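 active means mean inhibition across replicates of 30% or more, whatever share of single replicates reach that level; inconclusive means mean inhibition below 30% while every single replicate reaches 30%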;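 further: absorbance from insulin aggregation driven by PDI reduction with DTT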
# Target sequence (P07237 whole entry, looked up): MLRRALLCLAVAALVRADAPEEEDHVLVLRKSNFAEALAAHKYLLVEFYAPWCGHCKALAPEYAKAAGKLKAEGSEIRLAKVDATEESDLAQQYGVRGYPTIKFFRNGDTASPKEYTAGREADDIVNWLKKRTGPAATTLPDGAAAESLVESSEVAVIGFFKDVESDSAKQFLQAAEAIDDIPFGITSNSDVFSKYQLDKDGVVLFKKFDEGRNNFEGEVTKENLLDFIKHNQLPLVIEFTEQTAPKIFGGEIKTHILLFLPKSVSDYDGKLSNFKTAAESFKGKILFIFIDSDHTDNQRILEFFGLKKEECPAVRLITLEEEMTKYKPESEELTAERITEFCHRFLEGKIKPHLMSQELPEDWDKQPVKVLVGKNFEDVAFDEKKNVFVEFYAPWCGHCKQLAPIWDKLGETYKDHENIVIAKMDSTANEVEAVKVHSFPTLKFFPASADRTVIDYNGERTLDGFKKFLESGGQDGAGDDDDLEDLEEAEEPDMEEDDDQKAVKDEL
# An asterisk follows results filed as active; ? = inconclusive; . = not tested or not shown; & = joins results of further samples.
SMILES,Peg3 promoter,MITF TRPM1 inh,NR2E3 ag-1,iPSC survival up,HIF-2a inh,CaV13 FRET inh,Vif inh,aDG glyco up,Granule exo inh,NR2E3 ag-2,PDI inh
O=C(CSc1nc(-c2ccccc2)cs1)Nc1nccs1,-2,-11,-20,-2.3,-1,-4,0,0.0,0,-3,7
COc1cc(C(=O)N/N=C/c2ccc(OC(=O)c3cccc(C)c3)cc2)ccc1O,-21,-9,-20,-0.4,-24,-11,-1,0.2,-11,.,-3
Cc1ccccc1NC(=O)Cc1nc(COC(=O)Cc2c(F)cccc2Cl)cs1,7,3,1,0.3,-19,-1,5,-0.1,0,0,1
COc1cc(NC(=O)c2ccc(C)cc2C)ccc1NC(=O)c1cccs1,-153,-51,-25,0.7,-162,-4,?,0.2,4,2,18
CCCCNc1c(-c2ccc(SC(C)CC)cc2)nc2ccccn12 (configuration not stated),-38,-89,-50&-96,-4.6&-2.9,-283&-161,-8&-11,0,1.6&0.3,-5&2,0,6
Cc1ccc(C(=O)N/C(=C\c2cn(C)c3ccccc23)C(=O)N2CCOCC2)cc1,15,9,-26,1.4,8,-3,7,-0.3,1,1,3
CCN(CC)C(=O)C1=C(C)N(CCCN2CCCC2=O)C(=O)C(CC(=O)NCc2cccc3ccccc23)C1 (configuration not stated),-11,.,-48,0.2,-4,-11,0,0.2,-4,.,-5
C#Cc1ccc([C@H]2C=C(C(=O)OCC=C)O[C@@H](OCC)[C@@H]2CCCO)cc1,16,7,-19,4.0,9,-5,-2,1.1,78*,6,-1
CN(C)c1ccc(/C=N/NC(=O)c2ccc(NC(=O)c3ccccc3)cc2)cc1,18,31,22,0.9,-25,-28,-4,-0.1,36,-1,7
COc1ccccc1-c1cc(C(=O)N2CCN(S(=O)(=O)c3ccc(C)cc3)CC2)[nH]n1,30,-16,9,-0.5,-7,-10,-7,0.1,-4,0,.
O=C(COC(=O)c1ccncc1)c1ccc(Cl)c(Cl)c1,15,14,12,-0.5,5,-15,-4,0.0,4,2,-3
CC1=C2C(CCS2(=O)=O)CC2(C1)C(=O)OC(C)(C)OC2=O (configuration not stated),14,9,5,0.8,10,-5,8,-0.1,-2,1,-3
O=C(Nc1nc(-c2cccnc2)cs1)c1ccccc1[N+](=O)[O-],-27,4,-14,-0.2,-25,-2,3,0.3,-1,3,-8
C=CCN1C(=O)CN=C1Nc1cccc(C)c1,3,0,-5,1.6,-11,-4,-5,0.2,5,0,1
CCN(Cc1ccncc1)C(=O)c1cccc(S(=O)(=O)N2CCOCC2)c1,-4,7,-30,-1.3,-2,.,-6,-0.1,-2,0,-2
COc1ccc(NC2c3ccccc3C(=O)N2c2cccnc2)cc1 (configuration not stated),0,-5,25,0.1,10,0,-6,0.0,-2,-1,-3
COc1ccc(N2CCC(CNS(=O)(=O)c3cccc(C(F)(F)F)c3)C2)cc1 (configuration not stated),4,-20,-3,0.6,-25,-5,-17,-0.4,7,3,9
COc1nc(Nc2ccc(OC)c(Cl)c2)nc(OC)n1,-39,1,-35,-1.4,-71,0,-15,0.2,0,4,3
O=C1CCCN1C(=O)CSc1nnnn1-c1cccc(F)c1,16,1,16,2.0,8,-6,6,-0.1,-8,.,-3
Cc1cc(Nc2ccc(Cl)cc2)n2nnnc2n1,1,-1,-10,-0.5,-2,-4,-13,0.1,7,1,-7
COc1cccc(C(c2nnnn2C(C)(C)C)N2CCN(C/C=C/c3ccccc3)CC2)c1OC (configuration not stated),-3,.,7,0.5,1,-4,19,-0.2,0,.,.
CN(C)c1ccc(C(=O)N(Cc2ccccc2)Cc2ccccc2)cc1,29,-19,5,0.1,-9,-5,22,-0.1,1,1,1
CCc1ccc(C(C(=O)NC2CCCC2)N(C(=O)c2csnn2)C2CC2)cc1 (configuration not stated),17,-8,-20,-0.2,10,-6,3,0.1,17,-2,-3
COC(=O)c1ccc(N2Cc3ccccc3/C2=N\C(=O)Nc2ccccc2)cc1,-121,-9,-16,5.4,-54,-7,6,0.1,-4,-1,0
C/C(=N\NC(=O)c1c([N+](=O)[O-])c(C)nn1C)c1ccc(NC(=O)c2ccc(C)o2)cc1,-90,-45,-88,0.0,-121,-2,-4,0.1,4,0,3
O=C(NC1CCCCC1)c1ccccc1-c1ccccc1,-6,13,13,-1.3,13,-5,7,-0.2,0,-2,4
Cc1nnc(Nc2ccc(O)cc2)[nH]c1=O,0,9,-5,0.7,8,11,-5,-0.2,0,1,-5
COc1cccc(C(=O)NNC(=O)Cc2ccc([N+](=O)[O-])cc2)c1,8,3,17,1.2,-1,.,-11,0.0,-3,2,-3
COc1cc(-c2c(C(C)=O)c(C)nc3c2C(=O)c2ccccc2-3)cc(OC)c1OC,2,11,1,-0.2,21,-3,15,0.0,-3,.,-4
Cn1c(SCC(=O)N2c3ccccc3CCc3ccccc32)nnc1-c1ccc(O)cc1,26,-4,-8,-1.1,21,-16,3,-0.2,1,-6,16

# Whole records from above.
# Shown for COc1ccc(NC2c3ccccc3C(=O)N2c2cccnc2)cc1 (configuration not stated) → Peg3 promoter: 0; MITF TRPM1 inh: -5; NR2E3 ag-1: 25; iPSC survival up: 0.1; HIF-2a inh: 10; CaV13 FRET inh: 0; Vif inh: -6; aDG glyco up: 0.0; Granule exo inh: -2; NR2E3 ag-2: -1; PDI inh: -3
# Shown for COc1cc(-c2c(C(C)=O)c(C)nc3c2C(=O)c2ccccc2-3)cc(OC)c1OC → Peg3 promoter: 2; MITF TRPM1 inh: 11; NR2E3 ag-1: 1; iPSC survival up: -0.2; HIF-2a inh: 21; CaV13 FRET inh: -3; Vif inh: 15; aDG glyco up: 0.0; Granule exo inh: -3; NR2E3 ag-2: .; PDI inh: -4

# (cont.)
SMILES,Peg3 promoter,MITF TRPM1 inh,NR2E3 ag-1,iPSC survival up,HIF-2a inh,CaV13 FRET inh,Vif inh,aDG glyco up,Granule exo inh,NR2E3 ag-2,PDI inh
CC1=Nn2c(nnc2-c2ccccc2F)SC1,-3,10,25,-1.9,4,-3,4,0.3,7,3,-8
O=C(CCC(=O)NNC(=O)Cc1ccccc1)NCc1ccccc1,5,5,-8,0.8,16,-5,1,-0.1,-1,4,17
CCC1(C)N=C(N)Nc2nc3cc(C)c(C)cc3n21 (configuration not stated),-10,1,-35,0.9,9,-3,-2,0.0,3,2,-2
Nc1nnc(SCC(=O)NCC(=O)Nc2ccc(F)c(F)c2F)s1,-15,-15,-11,1.3,7,-3,12,0.0,-3,-4,-10
Cc1ccc(C(=O)Nc2ccc(Oc3cccc(C(F)(F)F)c3)nc2)cc1,8,14,25,-0.1,11,-4,-5,0.6,-4,5,-11
CCOC(=O)CSc1ccc(C(=O)Nc2ccc(Cl)cc2)cn1,17,13,-8,3.0,26,5,2,0.0,3,1,-15
COc1ccc(-n2nnc3c(SCC(=O)NCC4CCCO4)ncnc32)cc1 (configuration not stated),6,16,-20,-0.9,16,.,-6,0.0,-2,1,0
CC(=O)c1cccc(NC(=O)c2c(-c3c(F)cccc3Cl)noc2C)c1,14,10,20,2.0,4,-19,.,0.1,0,3,-4
COc1ccc2sc(-c3ccc(S(C)(=O)=O)cc3)c(-c3ccc(SC)cc3)c2c1,14,-21,-3,-2.5,-5,-12,-5,-0.5,-10,.,-2
O=C(CSc1nnc(CNC(=O)c2ccc(F)cc2)o1)NCc1ccc(F)cc1,8,-8,-11,-0.4,9,-6,.,0.0,5,1,-6
CCc1ccc(NC(=O)COC(=O)CN2C(=O)COc3ccccc32)cc1,-10,-5,-7,-1.3,-3,-5,11,-0.4,1,1,5
CC(C)N(C(=O)[C@H]1C[C@H](CC(=O)NCC23CC4CC(CC(C4)C2)C3)C(=O)N2CCc3c([nH]c4cc(-c5ccco5)ccc34)[C@]12C)C(C)C,19,5,-23,-0.4,4,-10,.,0.6,22,.,11
Cc1ccc(-n2c(SCC(=O)c3c(N)n(C)c(=O)n(C)c3=O)nc3sc4c(c3c2=O)CCCC4)c(C)c1,12,1,-2,-2.8,17,-5,2,2.2,4,-1,9
COc1ccccc1/C=N/NC(=O)CN(C1=NS(=O)(=O)c2ccccc21)c1ccccc1,-35,-9,-5,-1.3,18,-18,26,0.2,1,3,-5
CCCNC(=O)N(C)C[C@@H]1Oc2cc(Br)ccc2S(=O)(=O)N([C@@H](C)CO)C[C@H]1C,4,.,-22,8.1,-7,-6,-1,0.0,13,.,-3
O=C1NC[C@H](Cc2ccccc2)N(CC2CCN(CCC3CCCC3)CC2)C1=O,11,-5,-11,0.4,10,-3,.,-0.1,-1,.,2
Cc1cccc(-c2noc(CNC(=O)c3ccc4c(c3)OCO4)n2)c1,0,5,-24,-0.7,11,-3,-9,0.1,56*,9,-5
CC(C)OP(C)(=O)CN1CCN(CP(C)(=O)OC(C)C)CC1 (configuration not stated),-16,-4,4,3.8,9,-8,10,0.1,-2,-1,-6
O=[N+]([O-])c1ccc(N/N=C/c2cccs2)nc1,-317,-103,-107,-0.1,-388,-8,-3,-0.1,-10,-1,-8
CCOC(=O)C1CCCN(C(=S)NC(=O)c2cc(Br)ccc2Cl)C1 (configuration not stated),14,-5,-10,1.8,-7,-5,13,0.3,0,.,9
CCOc1cc(OCC)cc(C(=O)N2CCC[C@H]2C(=O)N2CCC[C@H]2C(=O)NCc2ccncc2)c1,.,.,-10,-0.9,4,-7,.,0.0,12,.,.
COc1ccc(N2C(=NC(=O)C3CCCCC3)SC3CS(=O)(=O)CC32)cc1OC (configuration not stated),-3,-8,-19,-0.2,9,-5,-1,-0.4,-1,0,5
Cc1csc2c(NC3CCN(Cc4ccccc4)CC3)ncnc12,30,-3,6,-0.7,28,-5,-5,0.7,0,0,10
O=S(=O)(c1cc(Cl)ccc1Cl)N1CCC2(CC1)OCCO2,10,12,-12,-0.2,5,.,-9,0.1,0,-1,-8
CCOc1ccc(C2C(C(=O)/C=C/c3ccco3)=C(O)C(=O)N2CCN2CCOCC2)cc1OC (configuration not stated),18,3,6,-0.7,13,-7,-6,0.0,-1,5,-1
O=C(COC(=O)c1ccc([N+](=O)[O-])s1)NCCc1ccccc1,12,9,16,-0.4,-15,.,-2,2.2,1,4,0
CC12CCC(=O)N1C(C(=O)NNC(=O)COc1ccc(Br)cc1)CS2 (configuration not stated),0,2,-50,0.2,4,-13,4,-0.1,0,-3,0
c1ccc(CNCc2ccc3c(c2)OCO3)nc1,1,3,-13,-1.2,-27,-4,19,0.0,3,2,11
O=C(COC(=O)/C=C/c1cccc(Br)c1)NC1CC1,-3,-7,-19,-0.3,6,-5,-3,0.0,-1,-1,16
